From PubChem
SKN-1 block: blocks SKN-1 activity in C. elegans; C. elegans VP596 Pgst-4::GFP/RFP ratio, acrylamide-induced, 24 h; actives 0.49% (n = 360,000); inhibition, % at 21.8 µM;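 active = interference check ratio from 0.5 to 1.5 plus GFP to RFP signal ratio inhibition reaching or exceeding a fixed threshold, cut at about 30% in these data, passing the limit was not always enough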; note: some compounds called inactive have numbers as strong as hits
Scp1 inh: inhibitors of human Scp-1 phosphatase; Recombinant Scp1, phosphopeptide, malachite green phosphate absorbance; AID 493091; Q9GZU7; inhibition, % at 20 µM; actives 0.88% (n = 340,000);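 active = inhibition above about 50% at 20 µM, limit read from the data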;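 note: plate controls were DMSO wells with enzyme for no effect and wells lacking enzyme for full effect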
Target sequence (Q9GZU7 76-261 limits assumed): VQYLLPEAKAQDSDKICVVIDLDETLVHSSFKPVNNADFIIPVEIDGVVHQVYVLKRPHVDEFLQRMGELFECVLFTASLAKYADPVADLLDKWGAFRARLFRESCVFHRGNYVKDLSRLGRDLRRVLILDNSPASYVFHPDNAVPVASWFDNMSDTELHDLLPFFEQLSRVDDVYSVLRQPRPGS
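assay system = SCP-1 phosphatase catalytic domain, residues 76-261 | buffer or medium = 50 mM Tris acetate pH 5.5, 0.005% Tween-20, 10 mM MgCl2 | incubation = enzyme reaction 45 min at room temperature, colour 5 min, stabilisation 30 min | signal = Phosphate-binding colour reagent, absorbance read at 630 nm | measure = % inhibition at 20 µM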
STEP block: blocks human striatal-enriched tyrosine phosphatase; inhibition, % at 20 µM; actives 0.25% (n = 360,000); P54829; recombinant STEP, OMFP fluorogenic substrate, fluorescence;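 active = inhibition at 20 µM, scaled per plate between control wells, above about 37%, limit read from the data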;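 note: 0% = DMSO with enzyme and substrate and 100% = substrate only without enzyme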
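System: STEP (striatal-enriched tyrosine phosphatase) enzyme, cell-free; medium: Bis-Tris pH 6.0 buffer with DTT, detergent; dosing: 20 µM, 1% DMSO; times: reaction 20 min, ambient temperature; detection: fluorescence, 480/540 nm; read-out basis: normalized % inhibition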
LMPTP inh: LMPTP (human) inhibition; P24666; recombinant LMPTP-A, OMFP fluorogenic substrate, fluorescence intensity; inhibition, % at 20 µM; actives 0.22% (n = 360,000); AID 651560;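 active = compounds that cut the enzyme signal by at least half of the control window in the single-dose screen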;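 note: plate controls were DMSO wells with enzyme plus substrate for no effect and substrate without enzyme for full effect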
Target sequence (P24666 whole entry, looked up): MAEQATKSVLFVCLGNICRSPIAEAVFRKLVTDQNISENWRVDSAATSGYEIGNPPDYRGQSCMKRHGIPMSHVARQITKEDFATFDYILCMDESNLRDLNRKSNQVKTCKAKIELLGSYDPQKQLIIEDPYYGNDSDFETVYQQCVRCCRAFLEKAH
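Material: LMPTP-A; amount: 0.625 nM enzyme; doses: single 20 µM dose; times: reaction 50 min, room temperature, dark; technique: fluorescence intensity of OMFP turnover product; benchmarks: no-enzyme and uninhibited controls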
MT1-MMP act inh: MT1-MMP (human) activation inhibition. HT1080 RFP-PRO-GFP cells, GFP/RFP ratio fluorescence, overnight; percent of plate control window, DMSO zero. GFP/RFP ratio change, % at 20 µM. P50281. actives 0.061% (n = 360,000);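 active = GFP/RFP ratio change of at least 30% with cell ATP level not reduced by more than half and red fluorescence within 50% of control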; note: strong numbers were not always called active
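Compound: 20 µM single dose, 1% DMSO / System: HT1080 RFP-PRO-GFP cells / Controls: DMSO and RFP-L50D-GFP cell wells / Read-out basis: GFP/RFP fluorescence ratio / Schedule: overnight compound exposure at 37 °C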
DNMT1 block: DNMT1 (human) enzyme inhibition; P26358; DNMT1 molecular beacon, Hinp1I cleavage, fluorescence; inhibition (reported as % activation of signal), % at 10 µM; actives 0.83% (n = 360,000); in the data active = inhibition above about 50%
CendR NRP1 mod: modulators of CendR peptide binding to human neuropilin-1; O14786; FAM-RPARPAR peptide binding to NRP-1, fluorescence polarization; inhibition, % at 25 µM; actives 0.85% (n = 360,000); AID 602438;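 active = inhibition or corrected inhibition above about 18%, plus a signal ratio from 0.5 to 1.5, limit read from the data, passing the limit was not always enough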; note: strong numbers were not always called active
Rpn11 inh: blocks the human proteasome subunit Rpn11; O00487; human 26S proteasome, Ub4-pepOG fluorescence polarization; 20S core pre-blocked with epoxomicin; calls only at 20 µM; actives 0.59% (n = 360,000); AID 588493;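 active = inhibition at 20 µM, scaled to each plate's controls, above about 33%, limit read from the data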
Target sequence (O00487 whole entry, looked up): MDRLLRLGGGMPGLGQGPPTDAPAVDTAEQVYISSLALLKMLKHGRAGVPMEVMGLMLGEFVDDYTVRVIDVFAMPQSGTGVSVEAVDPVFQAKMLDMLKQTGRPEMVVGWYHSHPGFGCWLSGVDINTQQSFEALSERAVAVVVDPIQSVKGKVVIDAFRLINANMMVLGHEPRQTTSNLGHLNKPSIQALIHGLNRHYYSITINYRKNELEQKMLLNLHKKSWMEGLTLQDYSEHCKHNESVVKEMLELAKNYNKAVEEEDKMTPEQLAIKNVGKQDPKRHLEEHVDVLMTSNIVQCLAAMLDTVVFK
SUMO1-SIM PPI: modulators of human SUMO1-mediated protein-protein interactions | P63165 | SUMO1 binding to a labelled peptide, TR-FRET, 1 h | inhibition, % at 20 µM | actives 0.33% (n = 360,000); in the data active = inhibition above about 37%
Target sequence (P63165 whole entry, looked up): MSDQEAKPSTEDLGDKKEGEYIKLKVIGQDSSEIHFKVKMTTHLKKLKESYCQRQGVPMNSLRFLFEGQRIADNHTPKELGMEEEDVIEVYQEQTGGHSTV
NadD inh: inhibitors of Staphylococcus aureus NadD. inhibition, % at 20 µM. actives 0.78% (n = 360,000). purified NadD enzyme, colorimetric absorbance read-out. AID 602399; in the data active = inhibition above about 26%; note: some compounds past the cut are filed as inactive
Starred values were filed as active, the others as inactive; i = inactive; · = not tested or not shown; & = joins results of further samples.

SMILES	SKN-1 block	Scp1 inh	STEP block	LMPTP inh	MT1-MMP act inh	DNMT1 block	CendR NRP1 mod	Rpn11 inh	SUMO1-SIM PPI	NadD inh
COc1cc(NC(=O)Nc2ccccc2OC)c(OC)cc1NC(=O)CN1CCCCC1	18	-2	-2	-0.9	2	-10	15	i	9	4
COc1ccc(N2C(=O)C3C(C2=O)C(C(=O)c2ccc(Cl)cc2)N2CCCC32)cc1 (stereo not drawn)	5	-7	-1	-0.5	-36	-6	-36	i	-10	14
CCCCn1c(N)c(N(C)C(=O)c2ccc(Br)o2)c(=O)[nH]c1=O	5	-2	-1	-0.5	-3	3	2	i	0	-3
O=C(Nc1cccc(C(F)(F)F)c1)/C(=C/c1ccco1)NC(=O)c1cccs1	17	7	-2	-1.6	-5	-11	-24	i	2	-5
CCCC(=O)Nc1c(C)n[nH]c1C	-4	3	0	1.7	0	-2	2	i	1	-2
COCCNC(=O)c1cccc(OC2CCN(Cc3ccc(C(C)C)cc3)CC2)c1	-3	-2	-4	-0.5	4	-2	-10	i	-1	-6
O=C(CN1CCCCCC1)Nc1ccccc1F	-4	-4	0	-0.1	-1	1	-3	i	-1	-4
O=C(NCCOc1nc(N2CCCCC2)nc(N2CCCCC2)n1)Nc1ccccc1	6	2	2	1.9	-5	-9	-1	i	3	6
CCc1ccccc1NC(=O)CN(C)C(=O)Cn1ncc(Cl)c(Cl)c1=O	18	-7	1	-1.6	-5	10	1	i	5	-4
Cn1cnnc1Sc1ccc(C(=O)OCC(=O)NC2CC2)cc1[N+](=O)[O-]	7	3	-1	0.5	1	1	-2	i	-36	-3
Cc1ccc(-c2nn(-c3ccccc3)cc2/C=N/NS(=O)(=O)c2ccccc2)cc1	5	-10	-4	2.1	2	0	-9	i	-6	17
N#Cc1c(NC(=O)CSc2ncn(-c3ccccc3)n2)sc2c1CCCC2	0	-2	0	4.8	1	-6	10	i	1	-2
Cc1c(NC(=O)c2cc(-n3cnnc3)ccc2Cl)cccc1-c1nc2ccccc2o1	-8	47	-5	-0.6	-4	-11	-14	i	3	9
CC(C)c1ccc(NC(=O)COc2ccccc2)cc1	12	-14	-3	2.2	0	3	-2	i	3	-3
CCOc1ccc(C(=O)NCC(=O)OCc2csc(-c3ccccc3)n2)cc1	5	-4	-4	-1.6	1	-2	3	i	-3	-10
CCC[C@@H](CN1CCC[C@H]1CN1C(N)=NC[C@H]1CC(C)C)N1C[C@@H](Cc2ccccc2)N(CCc2ccc(Cl)c(Cl)c2)C1=N	-14	18	6	18	1	0	-3	i	-69	7
CCOC(=O)C1=CCN(S(=O)(=O)c2ccccc2C)C1c1cccc(C)c1 (stereo not drawn)	4	·	1	1.2	3	2	11	i	2	-4
COc1ccccc1NC(=O)CNC(=O)c1ccc(Br)o1	-3	4	1	-1.5	-1	4	15	i	2	-6
Cc1nnc(SCC(=O)NCc2ccc3c(c2)OCO3)[nH]c1=O	-7	4	-2	0.8	4	3	2	i	-2	0
c1ccc(OCCN2CCNCC2)cc1	5	-1	0	-3.6	5	17	-11	i	-2	2
CCCCCNC(=O)c1ccc(NC(=O)CC2SC(N3CCCC3)=NC2=O)cc1 (stereo not drawn)	14	·	-3	-1.7	3	4	1	i	-3	5
CN1CCN(C(=O)/C(=C\c2cccc([N+](=O)[O-])c2)NC(=O)c2cccs2)CC1	6	-5	-3	-1.5	2	3	-3	i	1	-8
O=C(O)CCCC(=O)N1CCCC1	7	1	-1	-0.4	3	0	2	i	0	6
O=S(=O)(c1ccc(S(=O)(=O)N2CCC3(CC2)OCCO3)cc1)N1CCCC1	0	-6	2	-0.4	-1	-2	-17	i	-9	-7
Cc1cc2c(cc(C(=O)OC(C(=O)NCc3ccco3)C(C)C)n2C)o1 (stereo not drawn)	-12	-5	2	-1.1	·	-2	16	i	-2	0
Following part
SMILES	SKN-1 block	Scp1 inh	STEP block	LMPTP inh	MT1-MMP act inh	DNMT1 block	CendR NRP1 mod	Rpn11 inh	SUMO1-SIM PPI	NadD inh
CN(Cc1ccccc1)C(=O)c1ccc2sc([C@H]3C[C@H](O)[C@@H](CO)O3)nc2c1	15	·	-1	-1.8	2	-3	-1	i	0	-4
CCn1c(SCC(=O)Nc2cc(C)ccc2C)nc2c(c1=O)SC(C)C2 (stereo not drawn)	6	-9	4	-1.9	4	-1	1	i	0	-4
Cc1ccc(NC(=O)C(=O)NCC2CCCO2)cc1C (stereo not drawn)	4	-2	2	-1.7	-3	-2	-8	i	0	-1
CN(C)c1ccc(/C=N/NC(=O)c2cccc(C(=O)N/N=C/c3ccc(N(C)C)cc3)n2)cc1	0	-3	2	3.3	5	-9	-11	i	-7	17
COC(=O)c1sc2nc3c(cc2c1N)CCCC3	3	6	0	1.2	3	0	-8	i	-27	1
CCSc1nc(C)cc(Oc2ccc(=O)n(C)n2)n1	6	-3	-2	0.3	7	-2	3	i	1	3
Cc1ccc2c(CC(=O)OCc3cc(=O)n4c(n3)sc3ccccc34)coc2c1	12	66*	3	13	10	105*	1	i	4	10
CC(=O)N(C)C[C@H]1Oc2ncc(Br)cc2C(=O)N([C@H](C)CO)C[C@@H]1C	4	·	1	-1.5	5	12	2	i	-2	-1
C=CCn1c(SCCN2CCCC2)nc2c([nH]c3ccccc32)c1=O	0	-1	-1	3.3	-8	-4	14	i	1	-5
COC(=O)c1[nH]c2ccccc2c1NC(=O)CN1CCN(c2cccc(OC)c2)C(C)C1 (stereo not drawn)	-37	2	-3	-0.8	2	-13	13	i	-5	-1
Oc1ccccc1C1=Nc2ccccc2N=C(c2ccco2)C1	-1	2	1	2.4	-3	-7	6	i	-4	-3
CC(=O)N1CCN(c2ccccc2NC(=O)COc2ccc(Cl)cc2Cl)CC1	-10	-9	0	0.1	-8	2	10	i	-1	2
COC(=O)c1nn(-c2ccc(OC)cc2)c(=O)cc1NN	-2	-9	4	3.2	6	-32	-4	i	-13	-18
CCc1ccc2c(F)cccc2n1	11	·	-2	-1.7	1	4	-34	i	7	-3
O=C(N/N=C/c1cc(Cl)cc([N+](=O)[O-])c1O)NC12CC3CC(CC(C3)C1)C2	-5	23	8	78*	1	72*	1	i	-1	40*
O=c1cc(CN2CCN(Cc3ccccc3)CC2)c2ccc(O)cc2o1	12	-5	-1	1.6	-10	-1	5	i	-1	-1
CN(C)CC(=O)c1c[nH]c2ccccc12	17	-3	-3	9.1	1	-2	-5	i	1	-1
CSc1ccccc1OCc1cc(C(=O)N(C)Cc2cnccn2)no1	16	-5	0	-1.1	-1	1	-12	i	1	-4
CN(C)c1ccc(Cc2cc3c(O)ccc(O)c3cc(Cc3ccc(N(C)C)cc3)c2=O)cc1	16	30	7	50	33*	81*	13	i	42*	68*
CN1CCC(N(C)C(=O)c2cc(=O)c3ccccc3o2)CC1	-4	0	-2	-0.8	-2	-1	1	i	-2	-3
Cc1cc(NS(=O)(=O)c2ccc(NC(=S)NC(=O)c3ccc(Br)cc3)cc2)no1	4	15	2	-1.7	3	2	-5	i	7	7
CCOc1ccc(NC(=O)CCNS(=O)(=O)c2ccc3c(c2)CCC(=O)N3)cc1	13	-4	0	-1.8	-8	-1	8	i	-1	-5
O=C1COC(c2ccccc2O)=NN1CCCl	-1	·	-1	-2.0	5	1	0	i	0	-4
O=C(NC1=NCCS1)C1Cc2ccccc2CN1C(=O)c1ccccc1 (stereo not drawn)	8	3	1	1.5	-5	-2	-3	i	-1	8
Cc1ccc(N(CC(=O)NC2CCCC2)C(=O)CCC(=O)Nc2ccccn2)cc1C	11	-10	-3	0.9	-3	0	-3	i	1	-1

By substructure, the compounds so far containing a furan ring, fused or not
SMILES	SKN-1 block	Scp1 inh	STEP block	LMPTP inh	MT1-MMP act inh	DNMT1 block	CendR NRP1 mod	Rpn11 inh	SUMO1-SIM PPI	NadD inh
CCCCn1c(N)c(N(C)C(=O)c2ccc(Br)o2)c(=O)[nH]c1=O	5	-2	-1	-0.5	-3	3	2	i	0	-3
O=C(Nc1cccc(C(F)(F)F)c1)/C(=C/c1ccco1)NC(=O)c1cccs1	17	7	-2	-1.6	-5	-11	-24	i	2	-5
COc1ccccc1NC(=O)CNC(=O)c1ccc(Br)o1	-3	4	1	-1.5	-1	4	15	i	2	-6
Cc1cc2c(cc(C(=O)OC(C(=O)NCc3ccco3)C(C)C)n2C)o1 (stereo not drawn)	-12	-5	2	-1.1	·	-2	16	i	-2	0
Cc1ccc2c(CC(=O)OCc3cc(=O)n4c(n3)sc3ccccc34)coc2c1	12	66*	3	13	10	105*	1	i	4	10
Oc1ccccc1C1=Nc2ccccc2N=C(c2ccco2)C1	-1	2	1	2.4	-3	-7	6	i	-4	-3

Next section.
SMILES	SKN-1 block	Scp1 inh	STEP block	LMPTP inh	MT1-MMP act inh	DNMT1 block	CendR NRP1 mod	Rpn11 inh	SUMO1-SIM PPI	NadD inh
CCN(CC)C(=O)CSc1nc2cccnc2n1-c1ccccc1OC	13	-5	-3	1.4	6	4	-1	i	-1	8
CCC(=O)Nc1ccc(NC(=O)CSc2nnc(-c3ccc(O)cc3)n2CC2CCCO2)cc1 (stereo not drawn)	2	-3	-6	-0.5	-1	2	0	i	-2	-4
CC(CCc1ccccn1)C(=O)c1ccccc1 (stereo not drawn)	6	-10	-2	-0.2	0	-5	-14	i	6	-1
O=C(NCCO)N1c2ccccc2Sc2ccccc21	-9	0	-2	-1.8	-1	3	2	i	3	-2
Cc1ccc(NC(=S)NCc2ccc3c(c2)cc(C)n3C)c(C)c1	28	-2	0	5.0	33*	25	3	i	-5	6
Cn1c(CCNC(=O)c2ccco2)nc2cc(NC(=O)C3CCCCC3)ccc21	20	5	3	0.4	3	-3	12	i	-1	5
CCCN(CCC)Cc1c(C(=O)N/N=C/C(C)=C\c2ccco2)nnn1-c1nonc1N	0	-10	4	1.8	-7	-8	-13	i	-4	12
CC1CCc2c(nc3ncnn3c2N2CC(C)OC(C)C2)C1 (stereo not drawn)	-1	-2	1	-2.4	-4	3	1	i	-3	3
CC1(C)CC(=O)C(C=Nc2ccccc2)=C(O)C1	12	-4	-2	-1.3	1	2	11	i	1	-4
COc1ccc(S(=O)(=O)N2CCCCC2)cc1NC(=O)CCNC(=O)c1ccc(Br)cc1	-5	-1	-4	1.4	5	-1	1	i	4	-8
CCC(=O)Nc1ccc(NC(=O)c2ccco2)cc1	10	-7	-4	-0.6	1	0	7	i	1	2
C=CCn1c(=O)c2ccccc2n2c(SCC(=O)/C(C#N)=C(\C)N)nnc12	3&5	22&-3	1&-5	-0.4&-2.4	1&4	11&0	10&2	i	-2&1	0&-1
Cc1ccc(N=Nc2c(N)nn(-c3ccccc3)c2N)cc1	6	-9	-4	0.7	4	-6	5	i	-18	1
Cc1cnc(Sc2ncccc2[N+](=O)[O-])nc1	-8	-4	1	-1.6	0	1	14	i	-28	5
CCCc1nnc(NC(=O)c2cc3ccccc3oc2=O)s1	9	-3	3	-3.5	4	3	26*	i	-29	-1
